CatL block = blocks human cathepsin L protease activity; P07711; purified cathepsin L, fluorogenic substrate, fluorescence; inhibition, %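 (tested at 10 µM)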; actives 0.17% (n = 58,000); in the data active = inhibition above about 45%;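 also: 0% = enzyme with no compound and 100% = no enzyme blank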
C1s block = human complement C1s inhibition; purified C1s, fluorogenic AMC substrate, pooled mixtures; actives 0.16% (n = 62,000); mean inhibition % of two 10-compound mixtures (stronger effect = higher value), % at 5 µM (by protocol); AID 538;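 active = inhibition above 20% in each of the two 10-compound mixture wells holding the compound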;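 also: 0% = enzyme wells lacking compound mixture and 100% = no-enzyme blank wells; some compounds called inactive have numbers as strong as hits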
Cathepsin G inh = inhibitors of human cathepsin G. P08311. actives 0.2% (n = 62,000). inhibition, % at 5 µM (by protocol). AID 581. purified enzyme, AMC-tetrapeptide fluorescence, pooled mixtures;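 active = inhibition above 20% in each of the two mixture wells holding the compound; inactive = inhibition of 20% or less in either well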;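 also: 0% = enzyme control without mixture and 100% = blank lacking enzyme; strong numbers were not always called active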
DUSP1 inh = blocks human MKP-1 phosphatase activity | P28562 | recombinant MKP-1, OMFP hydrolysis fluorescence | inhibition, %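 (compounds tested at a single concentration somewhere between 10 and 100 µM)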 | actives 0.15% (n = 65,000) | AID 374;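 active = inhibition above about 50%, limit read from the data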;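 also: 0% = DMSO max control wells and 100% = wells with enzyme stopped by NaOH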
Target sequence (P28562 whole entry, looked up): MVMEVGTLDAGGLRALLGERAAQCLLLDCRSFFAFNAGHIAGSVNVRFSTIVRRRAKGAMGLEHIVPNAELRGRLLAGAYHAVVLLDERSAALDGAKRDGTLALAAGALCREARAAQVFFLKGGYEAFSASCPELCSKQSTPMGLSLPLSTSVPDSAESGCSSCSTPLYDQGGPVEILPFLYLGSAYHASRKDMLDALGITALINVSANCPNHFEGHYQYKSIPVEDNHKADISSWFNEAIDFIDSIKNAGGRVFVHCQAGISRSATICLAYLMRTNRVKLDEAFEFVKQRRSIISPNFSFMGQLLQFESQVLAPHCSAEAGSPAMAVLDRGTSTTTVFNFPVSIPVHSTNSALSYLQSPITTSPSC
FXIIa mix inh = inhibitors of human coagulation factor XIIa, pooled mixtures; P00748; purified FXIIa, fluorogenic substrate; inhibition, % at 5 µM; actives 0.2% (n = 62,000); AID 684;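 also: 0% = enzyme without compound and 100% = no enzyme blank; some results filed as inactive read as strong as hits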
Hsp90 block = displaces geldanamycin probe from tumor Hsp90 | inhibition, % at 30 µM | actives 0.35% (n = 64,000) | P07900 | AID 429 | NCI-N417 lysate Hsp90, Cy3B-geldanamycin FP displacement;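 active = inhibition above 50%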;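 also: 0% = tracer plus lysate wells and 100% = tracer alone without lysate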
HTR1A agonist = 5-HT1a (human) receptor agonism | CHO 5-HT1a Ga15 NFAT-bla reporter, FRET ratio; 0% basal, 100% maximal reference agonist | activation, % at 10 µM | actives 0.56% (n = 65,000) | AID 567;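 active = activation above the screen-wide mean activation plus 3 SD, cut at about 19% in these data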;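 also: 0% = DMSO wells and 100% = 5-CT at EC100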
FXIa mix inh = blocks human factor XIa in pooled compound mixtures; P03951; purified FXIa, fluorogenic substrate; inhibition, % at 5 µM; actives 0.19% (n = 62,000); AID 680;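 also: each value is inhibition by a whole ten-compound pool holding the compound; 0% = enzyme with no mixture and 100% = wells lacking enzyme; strong numbers were not always called active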
Target sequence (P03951 19-387 limits assumed): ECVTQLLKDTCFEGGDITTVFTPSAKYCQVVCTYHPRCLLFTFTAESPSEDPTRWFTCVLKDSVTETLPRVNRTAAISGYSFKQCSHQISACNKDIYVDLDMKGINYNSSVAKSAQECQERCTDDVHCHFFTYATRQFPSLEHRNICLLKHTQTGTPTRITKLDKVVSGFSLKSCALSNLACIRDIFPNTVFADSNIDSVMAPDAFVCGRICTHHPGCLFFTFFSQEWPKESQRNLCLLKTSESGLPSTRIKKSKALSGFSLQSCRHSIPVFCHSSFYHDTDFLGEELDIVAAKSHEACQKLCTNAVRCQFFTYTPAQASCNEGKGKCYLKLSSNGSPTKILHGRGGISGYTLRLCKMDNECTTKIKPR
Target sequence (P03951 388-625 limits assumed): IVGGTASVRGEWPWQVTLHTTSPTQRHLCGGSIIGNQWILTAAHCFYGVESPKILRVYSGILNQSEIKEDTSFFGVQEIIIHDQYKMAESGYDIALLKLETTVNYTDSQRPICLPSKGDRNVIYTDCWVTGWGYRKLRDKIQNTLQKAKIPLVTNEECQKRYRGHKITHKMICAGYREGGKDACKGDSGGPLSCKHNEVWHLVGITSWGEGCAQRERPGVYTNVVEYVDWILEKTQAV
Cdc25B block = human M-phase inducer phosphatase 2 inhibition; P30305; recombinant Cdc25B, OMFP fluorescence Ex485/Em525; inhibition, %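 (compounds tested at 10 µM final in the well)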; actives 0.1% (n = 65,000); in the data active = inhibition above about 50%
* hit, by the source's call; . = no result given. Rule as the data show it, unless noted: active = inhibition above about 20% (passing the limit was not always enough); inactive = the rest.

SMILES	CatL block	C1s block	Cathepsin G inh	DUSP1 inh	FXIIa mix inh	Hsp90 block	HTR1A agonist	FXIa mix inh	Cdc25B block
CCN(CC)CC(=O)Nc1ccc(-c2nc3cc(NC(=O)CN(CC)CC)ccc3o2)cc1	-43	-111	-23	-15	-1	-4	3.2	-28	-12
CCOC(=O)N1CCC(NC(=O)C2CCCN(S(=O)(=O)c3cccc4nsnc34)C2)CC1 (configuration not stated)	1	10	6	11	10	-1	-3.7	6	16
O=C1c2[nH]nc(-c3ccccc3O)c2C(c2ccccc2F)N1Cc1ccco1 (configuration not stated)	14	-25	1	8	-11	-2	4.5	3	4
CC(=O)NC1C(=O)SC1(C)C (configuration not stated)	3	-6	8	0	4	-2	-4.2	4	-5
CCNc1nc(NCc2ccccc2)nc(Oc2ccc(=O)[nH]n2)n1	10	-68	-16	26	2	-6	-1.1	-11	-8
c1ccc2c(c1)C(=Nn1cnnc1)c1ccccc1-2	1	-13	-3	8	-1	-15	-2.4	5	-11
CN(C)CCOC(=O)CCc1ccccc1	6	8	7	-4	6	-5	-5.7	6	-7
c1ccc(C2CC(c3ccccc3)n3ncnc3N2)cc1 (configuration not stated)	10	13	9	-1	9	-1	-1.5	7	-7
CC(=O)N1CCC2(CC1)CC(=O)c1cc(OCC(=O)NCc3ccco3)ccc1O2	-62	-22	-9	-11	7	1	-1.3	1	-7
O=c1cc(CSc2ccc(Cl)cc2)nc(N2CCCCC2)[nH]1	.	6	8	-12	9	0	0.8	-4	3
CS(=O)(=O)N(CC(=O)NCc1ccco1)c1ccc2c(c1)OCO2	.	-20	-9	-1	12	-6	-2.6	4	-3
Cc1nnc(NC(=O)CCCN2C(=O)c3ccccc3C2=O)s1	16	-54	-4	2	7	-2	0.0	-15	-14
CCOc1ccc(S(=O)(=O)n2nc(C)cc2C)c2ccccc12	0	-6	-12	-1	0	-1	-3.9	2	-12
CC(C)C(=O)Nc1cccc(C(=O)Nc2nncs2)c1	.	.	.	5	.	-1	-3.2	.	-2
CC(=O)c1cc2c(cc1NC(=O)CCCC(=O)O)OCO2	-3	-10	-2	-8	-6	-3	0.3	4	-6
O=S(=O)(c1ccc(SCCO)nc1)N1CCCC1	11	4	6	-4	6	.	1.0	-4	-8
CCC(=O)OCCn1c(Br)nc2c1c(=O)[nH]c(=O)n2C	21	0	8	1	1	-1	-2.3	1	-4
CCC(=O)N1CCN(c2nc(-c3ccccc3)c3c(c2C#N)CCCC3)CC1	-80	5	11	-5	10	-7	.	3	44
CCOC(=O)CCC(=O)NCc1ccc2c(c1)cc(C)n2C	9	-9	9	20	5	-1	-1.7	4	5
CCC(=O)c1ccc(OCC(O)CN(C)C2CCCCC2)cc1 (configuration not stated)	1	5	7	6	2	-5	1.4	4	-12
CCOC(=O)N1CCC(N2Cc3cccc(C(=O)NC(C)c4ccc5c(c4)OCCO5)c3C2=O)CC1 (configuration not stated)	-4	-75	-10	18	-20	-2	0.0	3	-11
O=C(CCN1CCCCCC1)Nc1cccc(Cl)c1	19	-2	8	-10	2	-7	-0.9	0	-15
CC(CN1CCCCC1)OC(=O)c1ccc(Cl)cc1Cl (configuration not stated)	6	25	-9	-19	6	0	-5.1	-4	-3
O=C(c1ccco1)N1CCN(C(=O)c2ccccc2OC(=O)C23CC4CC(CC(C4)C2)C3)CC1	-6	1	3	0	2	-3	-3.4	11	-9
CC1Cc2ccccc2N1S(=O)(=O)c1cccs1 (configuration not stated)	.	-6	8	-14	4	-77	-2.3	0	-2
The list continues:
SMILES	CatL block	C1s block	Cathepsin G inh	DUSP1 inh	FXIIa mix inh	Hsp90 block	HTR1A agonist	FXIa mix inh	Cdc25B block
COCc1cc(C)nc(SCC(=O)Nc2cccc(C)c2C)c1C#N	4	13	9	3	21	-2	-3.5	7	-7
CC(C)c1ccc(S(=O)(=O)N2CCN(CC(=O)Nc3ccc4c(c3)OCO4)CC2)cc1	11	-1	15	21	10	1	-3.4	-3	-7
COc1ccc(CN2CCN(c3cccc(C)c3C)CC2)cc1OC	4	0	9	-4	1	-5	29*	-5	-17
CCS(=O)(=O)N1CCC(c2nc(-c3ccc(C(F)(F)F)cc3)no2)CC1	-6	0	7	26	1	1	0.8	3	-6
CC1CCCCN1C(=O)C1CC(c2ccc(F)cc2)=NO1 (configuration not stated)	-9	17	12	4	7	3	0.2	5	6
O=C(c1c(F)c(F)c(F)c(F)c1F)N1CCc2ccccc21	-3	2	9	7	21	-3	-1.8	8	3
Cn1cnnc1SCc1ccc(-c2ccc(Br)cc2)o1	22	13	9	0	-19	-8	-0.5	10	-25
CCN1C(=O)/C(=C2\SC(N3CCCCC3)=NC2=O)c2ccccc21	13	-34	-8	8	-26	-2	1.7	-7	-12
Cc1ccc2c(c1)nnn2C1CCN(CC(=O)Nc2ccc3c(c2)OCCO3)CC1	-4	14	8	8	2	-8	-0.8	5	-2
COc1cc(SC)ccc1C(=O)NCC1CCCO1 (configuration not stated)	5	-4	0	0	10	-10	-3.2	0	-7
Cc1cccc(C)c1NC(=O)c1ccc(-n2cnnn2)cc1	6	10	10	-6	7	0	-0.9	4	20
CCOC(=O)CNC(=O)C(Cc1ccccc1)NS(=O)(=O)c1cccs1 (configuration not stated)	.	0	-2	3	4	.	-0.1	7	-6
Cc1cc(C)nc(N2C(=O)CC(C(C)c3ccccc3)C2=O)n1 (configuration not stated)	9	9	10	-2	0	-4	1.1	3	-1
CNC(=O)c1c(NC(=O)c2ccc(S(=O)(=O)N3CCOCC3)cc2)sc2c1CCC2	-2	0	10	36	8	-5	-1.9	6	-5
COc1nc(N)nc(N2CCOCC2)n1	14	-30	4	-11	3	-1	-1.0	-2	0
COc1ccc(CNS(=O)(=O)c2ccc(C3CNC(=O)C3)cc2)cc1 (configuration not stated)	-3	17	9	-2	12	-16	-0.3	5	-4
NC(=O)CSc1nnnn1-c1ccc(OC(F)(F)F)cc1	17	-20	-3	5	-17	1	-3.9	8	7
O=C(NCc1cccs1)c1ccccc1F	-10	11	9	-6	3	-6	0.6	9	6
COc1ccccc1-c1cc(C(F)(F)F)nc(S(=O)(=O)CCCC(=O)N2CCOCC2)n1	10	6	5	5	3	0	7.9	5	5
O=C(N1CCOCC1)N(Cc1cccs1)C1CCCC1	19	-2	-4	15	3	-4	-2.0	2	-9
CCOC(=O)c1c(-c2ccc(C)o2)csc1NC(=O)CSc1nnc(C)s1	8	-1	-1	1	43	-1	1.9	9	3
CCOC(=O)c1csc(NC(=O)c2ccc(OC)c(OC)c2)n1	4	-29	0	-4	5	-2	-0.5	4	-8
Cc1c(C(N)=O)sc2nc(-c3ccccc3)cn12	18	4	0	18	6	-4	-2.3	3	-5
COCCN(CC(=O)NCc1ccccc1)C(=O)CCC(=O)Nc1nccs1	5	-3	-4	-23	11	2	-3.1	0	-7
O=C(COc1ccc(Cl)cc1Cl)N(Cc1ccco1)C1CCS(=O)(=O)C1 (configuration not stated)	9	5	-1	6	7	-2	-4.8	-7	4
(list continues)
SMILES	CatL block	C1s block	Cathepsin G inh	DUSP1 inh	FXIIa mix inh	Hsp90 block	HTR1A agonist	FXIa mix inh	Cdc25B block
COc1ccccc1N1CCN(Cc2nc(N)nc(Nc3ccccc3)n2)CC1	16	-1	7	4	-1	-1	1.9	3	7
Cc1nnc(SCCn2c(N3CC(C)CC(C)C3)nc3c2c(=O)[nH]c(=O)n3C)s1 (configuration not stated)	.	-18	4	9	3	-13	1.6	-13	-2
CCOC(=O)C1CCN(C(=O)N(C)C)CC1	10	2	2	11	3	-1	-0.5	0	-5
O=C(O)CCc1ccc(-c2ccc(F)cc2)n1CC(=O)O	11	4	6	8	7	-3	-0.8	0	-11
COC(=O)c1cc(CC(=O)c2ccc(O)cc2O)c(C)o1	12	2	9	7	4	-1	284*	-1	-42
COc1cc(C)c(S(=O)(=O)N2CCCC2)cc1C	.	-34	-3	-8	-1	-4	-1.2	-3	0
Cc1cc(C)c(S(=O)(=O)N(CC(=O)NCc2cccnc2)C2CCCCC2)c(C)c1	-6	4	9	8	0	-2	1.9	7	-21
CC1(C)Cc2ccccc2-c2nc(NCCCO)n(-c3ccccc3)c(=O)c21	-60	-103	-3	14	-3	-4	0.9	-10	-18
Cc1cc(C)nc(NC2=NCC(=O)N2c2ccc(Cl)cc2)n1	15	-14	7	-8	-1	-1	-0.6	5	3
CCCC(=O)N1CCN(c2ccc(NC(=O)c3cc4ccccc4o3)cc2)CC1	10	1	5	15	-6	1	-1.6	9	7
CSc1ccc(C(=S)N2CCN(CCO)CC2)cc1	10	28	43	-4	0	-3	-2.6	10	-18
CC(NC(=O)Nc1ccc(O)cc1)(C(F)(F)F)C(F)(F)F	-16	.	.	-15	.	0	-0.2	.	-33
O=C(N1CCOCC1)N1CCN(CC(O)COc2ccc3ccccc3c2)CC1 (configuration not stated)	5	3	7	24	10	-8	-2.2	5	-2
CC(=O)Nc1ccc(OC(F)(F)C(F)C(F)(F)F)c(NC(C)=O)c1 (configuration not stated)	12	-5	9	3	6	-3	-0.7	-3	0
CN(C)CCN1C(=O)C(=O)/C(=C(/O)c2ccc(S(=O)(=O)N3CCOCC3)cc2)C1c1ccccc1 (configuration not stated)	15	17	9	7	3	-3	-2.3	5	-16
CN1C(=O)SC(Nc2ccc(F)cc2)C1=O (configuration not stated)	12	18	15	-7	3	0	-1.1	4	-14
CCCCn1c(N)c(N(CCC(C)C)C(=O)CSc2nnc3ccccn23)c(=O)[nH]c1=O	6	-6	-4	24	0	-1	-1.1	8	-29
O=C(c1ccco1)n1nc(-c2ccccc2)nc1NCc1ccco1	24	12	8	0	-19	-4	1.4	7	-5
O=C(NC1CC1)C1CCC(=O)N1C1CCCC1 (configuration not stated)	-3	3	3	-14	0	0	-0.9	6	-8
CCN(CCNC(=O)C1CCN(S(=O)(=O)CC)CC1)c1ccccc1	-6	14	13	0	7	6	-1.6	5	-6
CC12C(=O)N(c3cccc4cccnc34)C(=O)C1C1C=CC2C1 (configuration not stated)	.	12	14	-1	7	0	-0.2	5	-10
CN1CCCN(C(c2ccccc2)c2ccc(Cl)cc2)CC1 (configuration not stated)	2	0	-5	-20	-1	-3	2.6	5	-18
CCC(C)Nc1nc2c(c(=O)[nH]c(=O)n2C)n1CCC(C)C (configuration not stated)	15	-15	-5	23	-4	0	2.5	0	-1
COc1ccc(CCNC(=O)CSc2nc(N)c(C#N)c(-c3cccs3)c2C#N)cc1OC	10	10	4	22	9	-1	1.1	4	-9
Cc1ccccc1OCCCC(=O)Nc1nccs1	.	-30	-7	11	-3	0	-0.4	6	1
CCCCCCNC(=O)C(C#N)c1nc2ccccc2nc1N1CCOCC1 (configuration not stated)	-9	16	-3	24	4	-3	-1.0	10	5
O=C(O)CCC(=O)N1CCc2cc(S(=O)(=O)Nc3ccc4c(c3)OCCO4)ccc21	7	10	10	0	-19	0	-2.9	5	-4
Nn1c(SCC(=O)NC(=O)NCc2ccccc2)nnc1C1CC1	9	-49	-8	-12	3	-1	-1.9	5	-22
Cc1cccc(NC(=O)C2CCCN(S(=O)(=O)c3c(C)nn(C)c3C)C2)n1 (configuration not stated)	.	-2	5	-8	-6	-4	-3.1	1	-7

3 entries already listed, sorted by their value in C1s block, ascending.
Molecule,C1s block
Nn1c(SCC(=O)NC(=O)NCc2ccccc2)nnc1C1CC1,-49
O=C(O)CCC(=O)N1CCc2cc(S(=O)(=O)Nc3ccc4c(c3)OCCO4)ccc21,10
CCN(CCNC(=O)C1CCN(S(=O)(=O)CC)CC1)c1ccccc1,14

Part of the list above in order of SMILES length, rising.
SMILES	CatL block	C1s block	Cathepsin G inh	DUSP1 inh	FXIIa mix inh	Hsp90 block	HTR1A agonist	FXIa mix inh	Cdc25B block
Nn1c(SCC(=O)NC(=O)NCc2ccccc2)nnc1C1CC1	9	-49	-8	-12	3	-1	-1.9	5	-22
CCC(C)Nc1nc2c(c(=O)[nH]c(=O)n2C)n1CCC(C)C (configuration not stated)	15	-15	-5	23	-4	0	2.5	0	-1
CCN(CCNC(=O)C1CCN(S(=O)(=O)CC)CC1)c1ccccc1	-6	14	13	0	7	6	-1.6	5	-6
CN(C)CCN1C(=O)C(=O)/C(=C(/O)c2ccc(S(=O)(=O)N3CCOCC3)cc2)C1c1ccccc1 (configuration not stated)	15	17	9	7	3	-3	-2.3	5	-16
